Source: PubChem BioAssay (National Center for Advancing Translational Sciences (NCATS))
CBFb-RUNX1 inh: blocks binding between human CBF-beta and RUNX1; Q01196+Q13951; AlphaScreen CBFb-His/RUNX1-biotin binding, biochemical; Potency, µM (titrated, usually from 59.8 µM), for the others: top-dose activity, negative = inhibition, actives largely listed as inhibitors; 230,000 tested, under 10 active; AID 1477; further: % of control where 0% means no effect
Target sequence (Q01196 whole entry, looked up): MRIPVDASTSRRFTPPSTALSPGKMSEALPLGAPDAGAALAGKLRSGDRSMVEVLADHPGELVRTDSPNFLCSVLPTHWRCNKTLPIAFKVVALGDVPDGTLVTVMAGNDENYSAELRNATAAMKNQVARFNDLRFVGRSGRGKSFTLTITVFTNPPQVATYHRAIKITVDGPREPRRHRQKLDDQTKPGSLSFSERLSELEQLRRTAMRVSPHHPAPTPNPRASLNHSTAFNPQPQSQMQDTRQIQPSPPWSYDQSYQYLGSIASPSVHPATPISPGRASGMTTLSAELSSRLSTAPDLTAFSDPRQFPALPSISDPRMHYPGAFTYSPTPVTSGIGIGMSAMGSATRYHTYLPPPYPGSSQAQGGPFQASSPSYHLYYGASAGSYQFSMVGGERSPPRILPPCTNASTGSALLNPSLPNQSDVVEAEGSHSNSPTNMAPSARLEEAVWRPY
Target sequence (Q13951 whole entry, looked up): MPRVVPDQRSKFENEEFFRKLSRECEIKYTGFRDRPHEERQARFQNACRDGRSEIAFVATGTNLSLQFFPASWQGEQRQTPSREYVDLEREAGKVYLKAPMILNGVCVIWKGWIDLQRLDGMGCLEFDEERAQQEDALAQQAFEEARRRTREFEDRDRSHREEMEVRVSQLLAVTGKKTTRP
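CBFb-His/RUNX1-biotin, 30 nM each, preincubated 20 min RT; compound 15 min RT; Ni + streptavidin beads 50 ng each, 90 min RT; AlphaScreen read.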
IMPase Li cell: membrane-permeable IMPase blocker, potentiated with lithium | CHO-M1 cells, IP1 TR-FRET (IP-One), carbachol + lithium | Potency, µM (highest dose often 59.4 µM), without a hit: at the top dose activity, negative = IMPase inhibition, usual class: inhibitors | actives 0.35% (n = 210,000) | AID 1457;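 further: IP1 builds up when IMPase is blocked and the TR-FRET signal falls; potency means the concentration at half of the fitted maximal effect; plate controls were basal vehicle for no effect and high inhibitor control for full effect; nearly all actives have a fitted effect of over 50% in size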
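CHO cells stably expressing M1 receptor (2000/well, cultured 16–30 h) treated 30 min at 37C with compound plus low lithium. Cytosolic IP1 by TR-FRET (665/620 ratio and 620 channel) after 10 min lysis; AC50 by Hill fit.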
KinaseGlo FLuc: counter-screen: inhibitors of Kinase-Glo firefly luciferase | Q27757 | Kinase-Glo luciferase, ATP luminescence, 8 min | Potency, µM (doses to about 38.3 µM), for inactives: at the highest dose activity change, negative = inhibition, actives largely listed as inhibitors | actives 0.28% (n = 200,000); further: potency means the concentration at half of the fitted maximal effect; on the % scale 0 is the no-effect control and ±100 the full control effect; nearly all actives have a fitted effect of over 60% in size
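Luminescence was the read-out, taken after 8-minute incubation at ambient temperature. Luciferase turned over luciferin with 10 uM ATP in imidazole pH 7.2 buffer containing KCl, MgCl2, Tween 20 and BSA.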
NPSR antag: neuropeptide S receptor (human) antagonism, cAMP | CHO-NPSR cells, cAMP TR-FRET, antagonist mode | Potency, µM (top dose mostly 38.3 µM), for inactives: at the top dose activity change, negative = inhibition, hits mostly inhibitors | AID 1461 | Q6W5P4 | actives 1% (n = 220,000); further: potency means the concentration at half of the fitted maximal effect; on the % scale 0 is the no-effect control and ±100 the full control effect; nearly all actives have a fitted effect of over 50% in size; many of its hits are not listed in these tables
Target sequence (Q6W5P4 whole entry, looked up): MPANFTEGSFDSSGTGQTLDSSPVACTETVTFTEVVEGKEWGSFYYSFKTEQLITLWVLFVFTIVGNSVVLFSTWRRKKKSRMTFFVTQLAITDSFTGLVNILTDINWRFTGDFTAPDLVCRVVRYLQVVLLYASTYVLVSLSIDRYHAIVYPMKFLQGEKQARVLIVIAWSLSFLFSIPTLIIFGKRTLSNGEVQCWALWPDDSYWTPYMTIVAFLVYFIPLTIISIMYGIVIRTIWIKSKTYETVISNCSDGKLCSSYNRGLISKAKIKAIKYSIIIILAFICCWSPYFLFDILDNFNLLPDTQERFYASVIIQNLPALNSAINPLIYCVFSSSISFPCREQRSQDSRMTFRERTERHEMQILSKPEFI
LMNA splice mod: modulators of lamin A splicing; HeLa LMNA splicing GFP/RFP minigene ratio, 48 h; Potency, µM (top dose mostly 46.1 µM), without a hit: at the highest dose ratio change, negative = inhibition, actives largely listed as inhibitors; actives 0.01% (n = 200,000); active means well fitted inhibition curve with a large enough effect in the signal ratio, with a control signal flat, not every such curve was filed as active; inconclusive means small, poorly fitted or top-dose-only effect, or effect the other way, or a change in a side signal; the % refers to the signal ratio; further: potency means the concentration at half of the fitted maximal effect; on the % scale 0 is the no-effect control and ±100 the full control effect
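Read-out is the ratio of GFP to DsRed2 object intensity, acquired by 488 nm laser-scanning cytometry on HeLa lamin A-EGFP minigene reporter cells. Compound incubation 48 hrs at 37 °C in Opti-MEM with 2% FBS; DMSO 0.5% final.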
Epigenetic derep: epigenetic control regulation, reporter derepression; murine LDR cells, GFP reporter derepression, 30 h; Potency, µM (doses to about 53.9 µM), for inactives: top-dose GFP activation, usual class: activators; actives 0.2% (n = 280,000); further: potency means the concentration at half of the fitted maximal effect; % of control where 0% means no effect; nearly all actives have a fitted effect of over 60% in size
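Readout is the number of GFP-expressing murine LDR cells, counted by cytometry following washing. Cells were treated with compound for 30 h at 37 C; the stably integrated CMV-GFP locus is normally silent.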
HTT aggregate: mutant huntingtin aggregation inhibition. PC12 HttQ103-GFP aggregates, Acumen cytometry, 40 h. actives 1.1% (n = 220,000). Potency, µM (titrated, usually from 46.1 µM), inactives show top-dose activity change, negative = inhibition, actives largely listed as inhibitors. AID 1688; further: potency means the concentration at half of the fitted maximal effect; on the % scale 0 is the no-effect control and ±100 the full control effect; nearly all actives have a fitted effect of over 60% in size
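Using laser scanning cytometry, GFP-positive aggregates were counted after lysis of PC12 cells induced with 100 nM tebufenozide to express HTT exon 1 Q103–GFP. Compounds were tested in titration.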
The depositor's hits bear a star; ? = inconclusive; nt = not tested or not shown; & = joins results of further samples; [ ] = remark or other dose. Unless noted, the call rests on the fitted dose curve; in most records, active means well fitted curve in the direction sought with a large enough effect; inconclusive means small, poorly fitted or top-dose-only effect, or another doubt; inactive means no such curve, though single readings can be large; an effect the other way counts as inactive or inconclusive. An excerpt; count on the stated rates, not on these rows.

Values in the order: HTT aggregate, CBFb-RUNX1 inh, KinaseGlo FLuc, NPSR antag, LMNA splice mod, IMPase Li cell, Epigenetic derep
- O=C(NCCCN1CCN(c2ccccc2F)CC1)C1CCC(=O)N1C1CCCC1 (configuration not stated)
    0.0%, -0.3%[2.36 µM], 0.6%, 16.8%, 7.6%, 3.0%, 2.6%
- CN1CCN(C2=CC(=O)OC23CCCCC3)CC1
    3.6%, 8.9%, -0.2%, -2.6%[46.1 µM], -15.0%, 4.8%, 0.0%
- O=C(CCn1cnc2ccccc2c1=O)Nc1ccc(S(=O)(=O)N2CCCCC2)cc1
    -15.0%, 2.2%, 4.1%, -5.6%[46.1 µM], 5.1%, 13.1%[38.3 µM], -4.1%
- CCC(N)(C(=O)O)c1ccc(C(=O)O)cc1 (configuration not stated)
    nt, -12.3%, nt, nt, nt, -4.1%, 0.0%
- CC1(C)Cc2c(c(=S)nc(-c3ccccc3)n2CCO)CO1
    -26.3%, -2.0%, -2.1%, 2.3%[46.1 µM], 23.7%, 11.6%[38.3 µM], 2.2%
- Cc1sc(NC(=O)CCCC(=O)O)c(C(N)=O)c1-c1ccccc1
    -11.0%, 2.4%, 2.9%, 2.1%, ?, 3.0%, -0.4%
- CCCCCCCCCCCCCCCCOCC(CO)OC (configuration not stated)
    nt, 25.4%&5.0%, 2.4%, nt, nt, 18.6%&5.6%, 1.9%&-0.3%
- Cc1c(NC(=O)C(C)OC(=O)CC2CC3CCC2C3)c(=O)n(-c2ccccc2)n1C (configuration not stated)
    -2.5%[9.22 µM], 9.0%, 0.6%, 5.0%, nt, 0.7%, -1.5%
- Cc1cc(C)cc(NC(=O)N2CCC(NC(=O)c3ccccc3C)CC2)c1
    -3.0%, 11.4%, 3.5%, 1.2%[46.1 µM], -5.1%, 9.8%, 0.2%
- Cc1n[nH]c(C)c1S(=O)(=O)N1CCCCCC1
    -15.1%, -2.3%, -2.0%, -3.1%[46.1 µM], 5.4%, 34.3%[38.3 µM], 0.0%
- Cc1cccc(/C=N/NC(=O)c2cc(-c3cccnc3)nc3c2c(C)nn3-c2ccccc2)c1
    -31.2%, 4.1%, 1.2%, -24.3%, -14.1%, -2.1%, 0.0%
- O=C(CSc1oc(-c2ccccc2)nc1S(=O)(=O)c1ccc(F)cc1)NCC1CCCO1 (configuration not stated)
    -12.5%, 2.2%, -1.6%, 7.0%[46.1 µM], -5.6%, ?, -0.8%
- C/C(CC(=O)NCC(C)C)=N\NC(=O)COc1cc(C)c(Br)cc1Br
    -5.8%, 4.3%, 0.7%, 5.3%, -7.9%, -12.5%, -1.1%
- O=C(NCCc1ccccc1)c1nc2c(nnn2Cc2ccccc2Cl)c(=O)[nH]1
    -9.8%, -7.9%, -1.4%, -24.8%[46.1 µM], -4.4%, 2.1%, 1.0%
- COc1ccc(NC(=O)CC2C(=O)N(C)C(=S)N2CCc2ccccc2)cc1 (configuration not stated)
    14.8%, -2.1%, 2.1%, -5.8%, ?, 12.5%, 0.0%
- CCOC(=O)Oc1ccc2oc(C)c(C(=O)OCCOC)c2c1
    -0.7%, 9.6%, -4.2%, -7.3%[46.1 µM], 7.6%, -7.8%[38.3 µM], 0.1%
- CSc1ncc(C(=O)O)c(C)n1
    10.7%, 4.9%, -2.6%, -6.7%[46.1 µM], 7.5%, 3.0%[38.3 µM], 0.0%
- C/C(CC(=O)Nc1ccc(Cl)c(Cl)c1)=N\NC(=O)Cc1ccccc1
    15.3%, 8.4%, -2.0%, -4.2%, -7.7%, 0.9%, -1.1%
- COc1cccc(NC(=O)/C=C/c2ccccc2[N+](=O)[O-])c1
    17.5%, 4.7%, -27.1%, -0.3%, ?, 4.5%, -1.1%
- O=C(CN1C(=O)NC2(CCCCC2)C1=O)Nc1ccc(S(=O)(=O)N2CCOCC2)cc1
    ?, 2.3%, -0.8%, -0.3%[46.1 µM], 9.3%, 18.7%[38.3 µM], 0.0%
- Cc1ccc(NC(=O)OC(C)CNC(=O)Oc2cccc(C)c2)cc1 (configuration not stated)
    4.5%, -11.9%, -1.3%, -4.3%, 14.0%[46 µM], 18.8%, -5.2%
- O=C1c2ccccc2NC2(CCCC2)N1O
    14.6%[1.84 µM], 3.3%, 5.5%, 3.1%[46.1 µM], 3.4%, 27.6%[38.3 µM], 0.2%
- NCCSc1c(-c2ccc(Cl)cc2)[nH]c2ccccc12
    -4.7%[9.22 µM], -3.2%, nt, -34.3%, nt, nt, -2.8%
- O=C1CC(N2CCCc3ccccc32)C(=O)N1c1ccccc1Cl (configuration not stated)
    18.3%, -3.9%, -2.3%, -0.7%[46.1 µM], -8.6%, -0.7%, -2.0%
- CC1CCc2c(sc(NC(=O)CSc3ncn[nH]3)c2C#N)C1 (configuration not stated)
    -16.9%[9.22 µM], 0.9%, nt, -13.4%, nt, nt, 2.1%
- O=C(NCc1cccnc1)c1ccc([N+](=O)[O-])o1
    25.5%[9.22 µM], 2.9%, -2.8%, -33.9%, ?, 2.2%, 0.0%
- O=C(N/C(=C\c1ccc(-c2ccccc2)o1)C(=O)N1CCOCC1)c1ccccc1
    0.8%[9.22 µM], -6.7%, -2.2%, 22.1%, nt, 3.1%, 1.0%
- CCOc1ccc(NC(=O)c2ccccc2CO)cc1
    -3.9%, 5.9%, -17.3%, 3.3%[46.1 µM], 3.6%, 13.7%[38.3 µM], -2.6%
- CCC(C)NC(=O)C1CCN(S(=O)(=O)c2cc([N+](=O)[O-])ccc2Cl)CC1 (configuration not stated)
    23.2%[9.22 µM], 2.1%, nt, -4.4%, nt, nt, -0.9%
- C=CC[n+]1c(-c2ccc(C)cc2)csc1Nc1ccc(NC(C)=O)cc1
    ?, -28.8%, 0.2%, -16.4%, ?, 17.2%, -1.4%
- CC(C)CCn1c(C(C)O)nc2ccccc21 (configuration not stated)
    12.4%, 9.2%, -1.0%, -0.5%[46.1 µM], -7.8%, 21.2%[38.3 µM], 0.1%
- COc1ccc(S(=O)(=O)Nc2ccc(O)c(Sc3ncn[nH]3)c2)cc1
    32.5%, -5.8%, 1.5%, 7.2%[46.1 µM], -3.8%, -3.2%, -0.8%
- COC(=O)c1c(SCC(=O)Nc2ccc(C)cc2)nc(=O)[nH]c1C
    -6.6%, 10.7%, -3.9%, 12.2%, nt, -12.4%, -1.5%
- CCOC(=O)C1=C(C)NC(=O)NC1c1ccc(N(C)C)cc1 (configuration not stated)
    4.6%, 4.9%, -3.6%, -2.3%[46.1 µM], -6.8%, 22.6%[38.3 µM], 0.0%
- c1ccc(-c2nnc3sc(CN4CCC5(CC4)OCCO5)cn23)cc1
    2.8%, 1.8%, -3.9%, -10.0%[46.1 µM], -12.7%, 22.3%[38.3 µM], -1.1%
- Cc1cc(C)cc(-n2nc(C)cc2N)c1
    15.5%, -3.5%, 8.1%, 3.6%[46.1 µM], 8.0%, 37.4%[38.3 µM], -1.9%
- CCOC(=O)CC1C(=O)NCCN1C1CCCC1 (configuration not stated)
    0.3%[9.22 µM], 4.4%, -0.3%, -8.8%, 21.7%[46 µM], -2.0%, -1.6%
- COC(=O)c1ccccc1NC(=O)C1CC(=O)N(c2ccc(OC)cc2)C1 (configuration not stated)
    -5.4%, 10.2%, 1.3%, 4.9%, ?, -9.3%, 0.2%
- N#CSCC(=O)c1cccc2ccccc12
    ?, -6.2%, 0.0%, -17.6%, -8.6%, -7.7%, 16.1%
- CCCC(C)NC(=S)NC(=O)c1cc(S(=O)(=O)N2CCOCC2)ccc1C (configuration not stated)
    8.4%, 10.6%, -2.2%, 5.6%, ?, 0.8%, -1.9%
- O=C(Nc1ccc(C(=O)O)cc1)/C(=C/c1ccc2c(c1)OCO2)NC(=O)c1cccc(Br)c1
    -0.9%, -11.9%, -0.7%, 2.6%, nt, -3.8%, -2.5%
- Cc1nnc(SCCn2c(N(C)Cc3ccccc3)nc3c2c(=O)[nH]c(=O)n3C)s1
    16.4%, -2.6%, 4.4%, -11.6%[46.1 µM], 0.6%, -1.7%[38.3 µM], 0.7%
- O=S(=O)(NC(=S)NC1CCCCC1)c1ccccc1
    17.8%, -0.1%, 1.2%, 15.4%, nt, 4.5%, 1.5%
- CCN(CC)C(=O)c1ccccc1NS(=O)(=O)c1ccc(C)cc1
    -0.6%, -0.7%, -4.2%, 0.2%[46.1 µM], 3.7%, 7.4%[38.3 µM], 0.0%
- COc1cccc(CSc2nnc(CSc3nc4nc(C)cc(C)n4n3)s2)c1
    -30.3%, -5.3%, 0.4%, -10.8%[46.1 µM], -10.0%, 50.1%[activator][38.3 µM], -0.1%
- CS(=O)(=O)N(CC(=O)NCCSc1ccccc1)c1ccc2c(c1)OCO2
    -3.1%, -1.1%, -1.3%, -4.6%[46.1 µM], 4.9%, 22.0%[38.3 µM], 0.0%
- O=C(Nc1ccc([N+](=O)[O-])cc1)c1cc2ccccc2nc1Cl
    -13.5%[9.22 µM], 1.4%, nt, -32.1%, nt, nt, 3.1%
- COc1ccc(N2C(=O)Cc3c2nc(N)c(C#N)c3N)cc1
    5.7%[9.22 µM], -0.3%, nt, 9.1%[7.67 µM], nt, nt, -0.4%
- Cc1ccc2cc(CN(Cc3ccccc3)Cc3nnnn3C3CCCC3)c(=O)[nH]c2c1
    ?, 6.1%, 1.5%, ?, ?, 41.4%[activator][38.3 µM], -0.8%
- COC(=O)C(=CC(=CN(C)C)C=C(C(=O)OC)C(=O)OC)C(=O)OC
    -20.0%[9.22 µM], 5.6%, nt, -3.2%, nt, nt, 1.1%

Complete entries, quoted from the list. Order of values: HTT aggregate, CBFb-RUNX1 inh, KinaseGlo FLuc, NPSR antag, LMNA splice mod, IMPase Li cell, Epigenetic derep
`COc1cccc(CSc2nnc(CSc3nc4nc(C)cc(C)n4n3)s2)c1` reads -30.3%, -5.3%, 0.4%, -10.8%[46.1 µM], -10.0%, 50.1%[activator][38.3 µM], -0.1%
`CS(=O)(=O)N(CC(=O)NCCSc1ccccc1)c1ccc2c(c1)OCO2` reads -3.1%, -1.1%, -1.3%, -4.6%[46.1 µM], 4.9%, 22.0%[38.3 µM], 0.0%
`COc1ccc(N2C(=O)Cc3c2nc(N)c(C#N)c3N)cc1` reads 5.7%[9.22 µM], -0.3%, nt, 9.1%[7.67 µM], nt, nt, -0.4%
